PrPC surface inh = cell surface PrPC inhibition, primary TR-FRET screen; actives 0.43% (n = 370,000); P04156; inhibition, % at 13.8 µM; TR-FRET read-out; in the data active = inhibition above about 24%; note: 0% = median of the test wells and 100% = reference compound wells
Anthrax LF prot = inhibitors of Bacillus anthracis lethal factor protease | AID 588501 | inhibition, % at 10 µM | actives 0.12% (n = 360,000) | multiplex microsphere protease cleavage assay, LF; note: plate controls were buffer without enzyme for full effect and enzyme alone for no effect
Y pestis TopoI = Y. pestis Topo-I inhibition via cleavage products. activity, % at 10 µM. Y. pestis Topo-I cleavage product accumulation, plate reader. actives 0.064% (n = 360,000); in the data active = activity above about 50%, passing the limit was not always enough; inconclusive = no clear call, values can overlap the other calls; note: inactives centre near 2
TcdB inh = TcdB glycohydrolase inhibition | actives 0.24% (n = 350,000) | AID 652162 | P18177 | inhibition, % at 9.99 µM | TcdB glycohydrolase enzymatic assay, plate reader; in the data active = inhibition above about 10%
BoNT-A LC inh2 = inhibitors of Botulinum neurotoxin A light chain protease | multiplex microsphere protease substrate cleavage, flow cytometry | inhibition, % at 10 µM | actives 0.17% (n = 360,000); note: plate controls were buffer without enzyme for full effect and enzyme alone for no effect
PfHsp40 rescue = compounds rescuing yeast from Plasmodium falciparum HSP40 toxicity. S. cerevisiae expressing PfHsp40, growth rescue, ATP luminescence. growth rescue, % at 12.5 µM. actives 0.68% (n = 340,000). AID 504582; in the data active = growth rescue above about 28%, passing the limit was not always enough; inconclusive = no clear call, values can overlap the other calls;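 note: yeast W303a lacking pdr1 and pdr3 grown in galactose medium; growth measured after three days at 30 °C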
Vc quorum ag = quorum light induction in luxS cqsA deficient V. cholerae; V. cholerae BH1578 lux reporter, luminescence, 6 h; activation, % at 18.7 µM; actives 0.16% (n = 350,000); in the data active = activation mostly above about 9.7%, no sharp cut-off; inconclusive = no clear call, values can overlap the other calls; inactive = mostly below about 3.7%; note: not every result past the cut was called active; inactives centre near 0; reference of the scale not given here
SSB-PriA inh = inhibitors of Klebsiella pneumoniae PriA binding to SSB C-terminal tail. inhibition, % at 33 µM. AID 1272365. actives 0.6% (n = 430,000). AlphaScreen SSBct-PriA binding, biotinylated peptide; in the data active = inhibition mostly above about 37%, no sharp cut-off; inactive = mostly below about 20%;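 note: plate controls were negative control peptide for no effect and reference peptide for full effect; strong numbers were not always called active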
SARS 3CLpro inh = SARS-CoV 3CLpro protease inhibition. P0C6X7. recombinant SARS-CoV 3CLpro, quenched FRET peptide cleavage. inhibition, % at 6 µM. actives 0.14% (n = 290,000); in the data active = inhibition above about 12%
Starred values were filed as active, the others as inactive; i = inactive; ? = inconclusive; · = no result given; & = joins results of further samples. Cut-off read from the data, not from the text of the source, unless noted: active = inhibition above about 30%; inconclusive = no clear call, values can overlap the other calls; inactive = below that. Some of the compounds tested; count on the stated rates, not on these rows.

SMILES,BoNT-A LC inh2,SARS 3CLpro inh,PfHsp40 rescue,Anthrax LF prot,PrPC surface inh,SSB-PriA inh,TcdB inh,Y pestis TopoI,Vc quorum ag
Cc1ccc2nsnc2c1NC(=O)COc1ccccc1F,0.9,1,0.7,0,-10,-8,1.0,1,-0.3
COc1ccc(NC(=O)C(CC(=O)O)Cc2ccc(Br)cc2)cc1 (stereo not given),-2.8,5,0.0,16,4,-4,1.6,-1,-0.2
Cc1ccc(Nc2nnc(SCC(=O)Nc3ncc(C(F)(F)F)cc3Cl)s2)cc1,0.8,3,1.1,1,-4,2,·,-6,-0.1
COc1c(Cl)cc(Cl)cc1C(=O)Nc1ccccc1N1CCN(C(C)=O)CC1,0.3,4,0.6,1,1,-9,·,17,i
Cc1cc(-c2nnc(SCC(=O)Nc3ccccc3C(F)(F)F)n2N)n[nH]1,0.7,-2,-2.8,0,3,2,0.4,3,-0.4
COc1ccc(CNC(=O)CN(C(=O)c2csnn2)c2ccc(F)cc2)cc1,2.7,-2,-0.7,3,6,3,-4.9,-1,-4.8
CCCCC(O)CN1CCC(c2ccccc2)CC1 (stereo not given),0.4,9,-0.6,0,3,-10,·,0,i
N#Cc1c(-c2ccc(Cl)cc2)c2c([nH]c1=S)CCCC2,2.6,1,1.5,9,-3,3,1.7,6,-0.6
Cc1ccc2c(c1)c1nc3ccccc3nc1n2CCN1CCOCC1,24,1,0.6,21,-14,-49,·,14,-1.9
Cc1ccc2nc(SC(C)C(=O)Nc3cccc([N+](=O)[O-])c3)[nH]c2c1 (stereo not given),-1.9,4,3.0,-9,1,6,·,3,-0.2
CCCC(=O)O[C@H]1C[C@@H](C)N(C(=O)c2ccccc2)c2ccc(C)cc21,0.0,5,-1.2,-1,4,-6,·,45,-2.8
O=C(CSc1nnc(-c2ccncc2)o1)Nc1cccc(F)c1,·,·,-0.8,·,-4,4,1.0,-3,-0.6
O=C(Nc1nccs1)c1ccc(COc2ccc(Cl)cc2)o1,?,-3,0.0,-11,11,-14,·,3,i
Cc1cc(=O)n2nc(N3CCCC(C(=O)NC4CCCCC4C)C3)sc2n1 (stereo not given),0.1,-7,0.6,1,7,2,1.3,-3,-0.2
Cc1ccc(OC(=O)c2ccc(Cl)c([N+](=O)[O-])c2)cn1,-3.1,-1,0.0,-6,-6,15,0.3,4,0.6
O=C(Cc1ccc(NC(=O)C2CCCN(C(=O)C3CCC3)C2)cc1)Nc1cccc(C(=O)N2CCCCC2)c1 (stereo not given),0.4,·,0.4,-6,4,-3,0.9,13,i
CCN(CC)S(=O)(=O)c1ccc(N2CCOCC2)c(NC(=O)c2ccccc2F)c1,-0.9,-1,0.5,-6,-6,0,2.0,12,i
COc1ccc(CCN2CCCC(CN(C)C(=O)c3ccoc3)C2)cc1 (stereo not given),3.4,3,0.4,-6,4,4,0.3,11,-0.8
CC1CCCC(C)N1C(=O)c1cccc2c1-c1ccccc1/C2=N/O (stereo not given),0.1,3,0.0,-1,0,·,·,4,-0.7
C=CCNCCOc1cccc(Br)c1,0.5,-1,-0.1,2,-3,-16,0.8,0,-0.2
CCCNC(=O)C1CC(c2ccccc2C(F)(F)F)=NO1 (stereo not given),-0.2,·,0.1,-6,8,-27,0.3,5,-4.0
CC(=O)c1ccc(Nc2nc(C(N)Cc3ccc(C(F)(F)F)cc3)cs2)cc1 (stereo not given),0.1,·,·,-7,11,·,0.6,-18,-0.9
CC(C)n1c(-c2cccnc2)nc2cnccc21,1.2,-3,-0.8,0,5,-16,·,-4,i
CCCCc1nc2cc(C(=O)N3CCCC(COC)C3)ccc2o1 (stereo not given),-2.3,5,0.3,-2,3,-10,2.5,6,-0.3
O=C(NNC(=O)c1cccc(-n2cccc2)c1)c1ccc(F)cc1,3.2,·,-1.0,0,-6,0,-3.4,-1,i
CC(NC(=O)c1ccccc1)C(=O)NC1CCCc2ccccc21 (stereo not given),-4.7,·,-1.0,-3,-2,-4,-0.9,1,1.8
C/C(=N\Nc1ccc(C(=O)O)cc1)c1ccc2c(c1)Nc1ccccc1S2,-1.4,1,207*,-12,2,·,2.1,-5,i
O=C(Nc1ccc2c(c1)CCC2)c1cccc(S(=O)(=O)Nc2ccccc2Cl)c1,0.5,6,1.8,-1,5,-22,·,16,0.7
Cc1ccc(NS(=O)(=O)c2ccc(C)c(NC(=S)NCCN3CCOCC3)c2)c(C)c1,-0.3,·,-0.5,4,-13,6,16*,-12,i
Cc1ccc(C(=O)N/N=C\c2ccc(-c3ccc([N+](=O)[O-])cc3)o2)cn1,?,2,1.1,1,-22,·,0.4,-1,-0.6
Cc1ccc(S(=O)(=O)NCc2ccccn2)c(C)c1C,3.0,-2,0.3,-1,7,-3&3,0.7,1,i
CC(C)N1CCN(Cc2cn[nH]c2C2CCCCC2)CC1CCO (stereo not given),0.1,-4,-0.4,-7,0,-4,0.8,-2,0.4
COCCNc1ccc([N+](=O)[O-])cc1C(=O)NC1CCCc2ccccc21 (stereo not given),-0.1,1,2.1,0,-11,29,0.6,19,i
COc1ccc2c(c1)C(=O)N(c1ccc(C)cc1C)C(=O)C2(C)C,-0.5,-8,-0.4,-1,5,-19,2.0,10,-0.9
CN(C)Cc1cc(C(C)(C)C)cc(C(C)(C)C)c1O,-0.4,6,0.1,-4,0,3,0.1,3,-0.2
O=C1CCC(C(=O)NCc2cccnc2)N1 (stereo not given),1.1,1,-2.0,3,1,-27,·,6,-2.0
COc1cccc(-n2nnc3c(=O)n(CC(=O)N4CCCCC4)cnc32)c1,0.0,-3,-0.8,-3,-6,-15,·,-10,-0.5
CC(C)C(=O)Nc1ccc(-c2nc3ccccc3c(=O)o2)cc1,-0.1,5,-0.6,-2,-2,7,0.4,-9,i
Cc1cc(C)c(NC(=O)CNC(=O)Cc2ccc(S(=O)(=O)N3CCOCC3)s2)c(C)c1,-4.1,·,-0.3,-1,-1,-3,-0.7,-2,i
Cc1ccc(Cl)cc1NC(=O)C1CCN(S(C)(=O)=O)CC1,-1.2,-1,-0.2,3,5,-17,0.5,7,i
Cc1ccc(OCc2nnc(SCC(=O)c3cccs3)n2-c2ccccc2)cc1C,-0.7,5,0.3,-3,3,10,·,5,i
COc1ccccc1NC(=O)c1oc2ccccc2c1NC(=O)c1cc(OC)c(OC)c(OC)c1,-0.1,-2,-1.1,-1,0,-20,0.4,-6,-0.4
COC(=O)c1cccc(COC(=O)c2cc3ccccc3oc2=O)c1,-0.9,-2,-0.3,-4,-1,3,1.0,15,i
CC(C)Sc1nc2c(c(=O)[nH]c(=O)n2C)n1C,0.2,2,0.9,3,4,-10,·,-5,-1.1
C=CCC(=O)OCC(=O)Nc1ccc(Cl)cn1,0.2,0,1.3,1,-3,-12,·,-5,i
CC(=O)Nc1cc(C(F)(F)F)ccc1N1CCOCC1,0.9,1,-0.6,-2,-2,-6,2.0,12,-2.9
O=C(CCCn1c(=O)c2sccc2n(Cc2cc(=O)n3ccccc3n2)c1=O)NCc1ccco1,-0.5,-1,1.0,-1,-4,-3,1.3,1,-0.5
CN(C)CCCn1c(N)c(C#N)c2nc3ccccc3nc21,6.0,-8,-1.8,4,-8,-6,1.0,4,0.3

A second format for three compounds above:
Fields – BoNT-A LC inh2, SARS 3CLpro inh, PfHsp40 rescue, Anthrax LF prot, PrPC surface inh, SSB-PriA inh, TcdB inh, Y pestis TopoI, Vc quorum ag
- C=CCC(=O)OCC(=O)Nc1ccc(Cl)cn1
 : 0.2, 0, 1.3, 1, -3, -12, ·, -5, i
- CC(=O)Nc1cc(C(F)(F)F)ccc1N1CCOCC1
 : 0.9, 1, -0.6, -2, -2, -6, 2.0, 12, -2.9
- Cc1ccc(OCc2nnc(SCC(=O)c3cccs3)n2-c2ccccc2)cc1C
 : -0.7, 5, 0.3, -3, 3, 10, ·, 5, i

Next section:
SMILES,BoNT-A LC inh2,SARS 3CLpro inh,PfHsp40 rescue,Anthrax LF prot,PrPC surface inh,SSB-PriA inh,TcdB inh,Y pestis TopoI,Vc quorum ag
CC(C)Cn1c(N)c(C(=O)COC(=O)c2ccc([N+](=O)[O-])o2)c(=O)n(C)c1=O,-0.2,5,-0.5,-1,-12,-2,-0.7,-7,1.1
COc1ccccc1-c1nnc(SCC(=O)Nc2ccc(N3CCOCC3)cc2)n1C,2.8,·,1.4,-2,-1,2,0.0,3,1.9
Cc1ccc2c(c1)N(CC(=O)N1CCCC1)C(=O)CO2,2.0,-13,0.3,-2,2,-7,1.7,2,-0.2
Cc1cc2oc(=O)sc2cc1NS(=O)(=O)c1cccc2cccnc12,-0.9,-3,0.8,2,2,20,1.5,-3,-0.5
COCCCn1c(=O)/c(=C\c2ccccc2OC(F)F)s/c1=C(/C#N)C(=O)NCCOC,-0.4,-3,-0.1,-13,-1,·,0.9,15,-0.1
C/C(=N/Nc1ccc(Cl)cc1)c1cnnc(-c2ccccc2)n1,-0.8,3,17,1,-3,·,0.7,5,i
CC(=O)Nc1ccc(C(=O)OCC(=O)NCc2ccccc2)cc1,-1.0,7,-0.3,-5,5,-13,-0.4,3,1.1
CN(CC(O)COc1ccc(S(=O)(=O)N2CCOCC2)cc1Cl)C1CCCCC1 (stereo not given),0.2,0,-0.2,-2,-2,-11,0.0,-8,-0.4
CCC(=O)c1ccc(OCC(=O)OC(C)C(=O)Nc2c(C)n(C)n(-c3ccccc3)c2=O)cc1 (stereo not given),-1.6,·,0.8,?,3,-15,2.3,1,i
COc1ccc2c(c1)Cc1cc(NC(=O)c3ccccc3-c3ccccc3C(=O)O)ccc1-2,-0.5,·,·,1,1,·,-3.1,12,i
Cc1ccc(C(=O)NNC(=O)CCn2nnc3ccccc32)cc1,-1.3,1,-0.3,-4,5,2,1.4,-8,i
O=C(O)/C(=C\c1cn(-c2ccccc2)nc1-c1ccc(Cl)cc1)NC(=O)c1ccccc1,-0.9,6,-0.8,-2,-1,5,0.2,-2,i
COC(=O)c1ccc(NS(=O)(=O)c2cc(-c3cc(C)no3)ccc2OC)cc1,0.9,-1,-1.2,0,8,5,0.6,-8,i
COc1ccc(N2CC(C(=O)Nc3ccc(S(=O)(=O)N4CCCCC4)cc3)CC2=O)cc1 (stereo not given),-2.2,6,0.1,-1,3,-6,1.0,20,·

Screening results: PubChem, several laboratories
